Akt phos inh = blocks phosphorylation of Akt. 0.32% of 360,000 active. Neuro2A IGF-stimulated pAkt S473 HTRF, 20 min; hits give low values. activity change, % for hits at 50 µM; in the data active means activity change below about -80%; inconclusive means mostly about -51% to -80%; further: on the % scale 0 is the no-effect control and ±100 the full control effect
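Single-point screen (50 µM final compound) in Neuro2A cells stimulated 20 min with 6 nM IGF at 37 deg C. After lysis, Ser473-phosphorylated Akt read by HTRF (ex 330 nm, em 615/665 nm) as the 665/615 ratio.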
EPAC2 ag = EPAC2 (human) agonism; Potency, µM (top dose mostly 154 µM), for inactives: at the top dose activation, actives largely listed as activators; 0.079% of 360,000 active; EPAC2 activation, biochemical qHTS; response scale: 100% = 6.5 mM cAMP response; further: potency means the concentration at half of the fitted maximal effect; nearly all actives have a fitted effect of over 50% in size
Target sequence (Q8WZA2 whole entry, looked up): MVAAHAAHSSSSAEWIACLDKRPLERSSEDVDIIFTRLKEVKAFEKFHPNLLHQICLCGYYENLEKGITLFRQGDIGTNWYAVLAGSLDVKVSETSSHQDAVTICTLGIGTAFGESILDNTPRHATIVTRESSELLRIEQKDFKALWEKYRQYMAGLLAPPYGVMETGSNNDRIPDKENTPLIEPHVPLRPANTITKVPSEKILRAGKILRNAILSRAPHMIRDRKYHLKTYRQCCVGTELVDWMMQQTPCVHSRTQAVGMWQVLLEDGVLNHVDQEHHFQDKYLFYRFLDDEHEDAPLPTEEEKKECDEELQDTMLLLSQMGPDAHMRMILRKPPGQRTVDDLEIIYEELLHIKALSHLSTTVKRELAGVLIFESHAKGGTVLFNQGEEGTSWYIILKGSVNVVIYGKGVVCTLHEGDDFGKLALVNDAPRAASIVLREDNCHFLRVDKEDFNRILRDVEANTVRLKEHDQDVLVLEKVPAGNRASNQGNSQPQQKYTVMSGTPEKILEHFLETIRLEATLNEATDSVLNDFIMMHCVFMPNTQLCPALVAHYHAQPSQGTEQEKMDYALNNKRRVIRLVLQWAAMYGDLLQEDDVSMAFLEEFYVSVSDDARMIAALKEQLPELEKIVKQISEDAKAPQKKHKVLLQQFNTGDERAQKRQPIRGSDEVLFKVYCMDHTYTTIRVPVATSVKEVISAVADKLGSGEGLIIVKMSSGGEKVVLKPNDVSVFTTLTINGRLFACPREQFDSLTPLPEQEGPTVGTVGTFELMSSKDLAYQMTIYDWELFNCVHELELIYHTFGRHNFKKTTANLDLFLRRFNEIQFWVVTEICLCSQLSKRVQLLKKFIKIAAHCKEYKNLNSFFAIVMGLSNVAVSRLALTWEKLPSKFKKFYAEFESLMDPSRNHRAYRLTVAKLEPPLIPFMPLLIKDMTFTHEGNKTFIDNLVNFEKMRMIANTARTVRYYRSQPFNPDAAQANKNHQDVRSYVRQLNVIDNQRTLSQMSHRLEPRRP
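Each well held 100 nM EPAC2, 250 nM RAP1B-BODIPY-GDP and 50 uM GDP. Fluorescence, read at 5-min intervals to 30 min, was referenced to a 6.5 mM cAMP positive control.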
Nrf2 activator = activators of Nrf2 (ARE) signaling; AREc32 ARE-luciferase reporter (MCF7-derived line), luminescence, 24 h; Potency, µM (titrated, usually from 46.1 µM), for the others: top-dose activation, most hits filed as activators; 0.31% of 410,000 active; further: potency means the concentration at half of the fitted maximal effect; % of control where 0% means no effect; nearly all actives have a fitted effect of over 65% in size
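AREc32_Fluc, 1000 cells/well, OPTI-MEM + 5% FBS, o/n 37 deg C 5% CO2; 23 nL cpd by pin tool, 24 hr; Steady-Glo 30 min RT, luminescence.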
EPAC2 antag = EPAC2 (human) antagonism; 0.18% of 360,000 active; Q8WZA2; Potency, µM (doses to about 114 µM), inactives show at the top dose activity, negative = inhibition, hits mostly inhibitors; EPAC2 GEF exchange of Rap1B-BODIPY-GDP, fluorescence; further: potency means the concentration at half of the fitted maximal effect; on the % scale 0 is the no-effect control and ±100 the full control effect; nearly all actives have a fitted effect of over 45% in size; many of its hits are not listed in these tables
CCT modulator = modulators of cytosolic chaperonin (CCT/TRiC) activity | activity change, % (test concentration not listed), hits read low | 0.3% of 360,000 active | purified chaperonin ATPase assay, HTRF ADP detection, 30 min | AID 651819; in the data active means activity change below about -30%; further: on the % scale 0 is the no-effect control and ±100 the full control effect
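TRiC at 40 or 20 nM final (batch-dependent) in 30 mM Tris pH 7.4, 100 mM KCl, 5 mM MgCl2, 1 mM DTT, with compound at single 76 uM and 10 uM ATP, 30 min at 37 deg C. ADP detected by HTRF Transcreener, 665/615 ratio.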
TGFb SMAD3 inh = TGF-b pathway inhibition. HepG2 CAGA-GFP TGF-b/SMAD3 reporter, GFP fluorescence, 18 h; TGF-beta stimulated, 500 pg/mL final. Potency, µM (titrated, usually from 46.1 µM), inactives show at the top dose activity, negative = inhibition, hits mostly inhibitors. AID 588855. 1.2% of 410,000 active; further: potency means the concentration at half of the fitted maximal effect; on the % scale 0 is the no-effect control and ±100 the full control effect; nearly all actives have a fitted effect of over 65% in size
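GFP signal (ex488/em500-530) from TGF-beta-stimulated HEPG2 CAGA-GFP cells, 500 pg/mL final, 18 h at 37 degrees C in DMEM plus 1% FBS, normalized to unstimulated and DMSO-stimulated controls.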
Nrf2 block = inhibitors of Nrf2 signaling; A549 ARE-Fluc reporter, luciferase luminescence, 18-24 h; Potency, µM (series often up to 46 µM), without a hit: at the highest dose activity change, negative = inhibition, hits mostly inhibitors; 2.1% of 360,000 active; further: potency means the concentration at half of the fitted maximal effect; on the % scale 0 is the no-effect control and ±100 the full control effect; nearly all actives have a fitted effect of over 60% in size
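Cells were seeded and rested 2 h, then exposed to compounds for 18-24 h. CellTiter-Fluor was read first as a viability measure. BugLite was added 15 min before the final luminescent read of ARE-luciferase activity in A549 cells.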
MmCpn inh = M. maripaludis TRiC chaperonin inhibition | purified Mm-Cpn ATPase, ADP Transcreener TR-FRET | Potency, µM (series often up to 76.9 µM), without a hit: top-dose activity, negative = inhibition, hits mostly inhibitors | 0.031% of 330,000 active | AID 504842; further: potency means the concentration at half of the fitted maximal effect; on the % scale 0 is the no-effect control and ±100 the full control effect; nearly all actives have a fitted effect of over 80% in size
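ATPase turnover read by TR-FRET ADP competition (Eu cryptate antibody/ADP-d2, 665/590 nm): 10uM ATP final, 25nM Mm-CPN final, 30 min 37degC after 10-min compound preincubation, pH 7.4 Tris/KCl/MgCl2/DTT buffer.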
A549 tox = kills or reduces viability of A549 cells in Nrf2 counter-screen | A549 ARE-Fluc cells, CellTiter-Fluor viability, 18-24 h | 0.16% of 390,000 active | Potency, µM (doses to about 46 µM), without a hit: at the highest dose activity change, negative = cytotoxicity, hits mostly inhibitors; further: potency means the concentration at half of the fitted maximal effect; on the % scale 0 is the no-effect control and ±100 the full control effect
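A549 ARE_Fluc cells in 5% FBS OPTI-MEM were exposed to compounds in concentration-response for 18-24 h at 37 deg C. Viability was read by CellTiter-Fluor fluorescence (Ex 405/Em 525) after 30 min, before the luciferase read.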
* hit, by the source's call; i = inactive; u = inconclusive; x = no result given; & = joins results of further samples; [ ] = dose if it differs, or a comment. Unless noted, the call rests on the fitted dose curve; in most records, active means well fitted curve in the direction sought with a large enough effect; inconclusive means small, poorly fitted or top-dose-only effect, or another doubt; inactive means no such curve, though single readings can be large; an effect the other way counts as inactive or inconclusive. Only part of the results is shown, so the mix of outcomes need not match the whole.

SMILES	Akt phos inh	EPAC2 ag	Nrf2 activator	EPAC2 antag	CCT modulator	TGFb SMAD3 inh	Nrf2 block	MmCpn inh	A549 tox
CCc1nnc(N/N=C/c2cccs2)n1N	i	-2%	-2.7%	-4%	-43*	13µM*	5%	0%	6%
Cc1cccc(NC(=O)c2c(NC(=O)c3ccccc3)sc3c2CCCC3)c1	x	x	0.1%	x	x	0%	15%	x	-2%
COCCNC(=S)N(CCN(C)C)Cc1cc2cc3c(cc2[nH]c1=O)OCO3	i	5%	0.5%	-4%	-0.2	-10%	-3%	2%	0%
O=C(COc1ccc([N+](=O)[O-])cc1)Nc1ccccc1C(=O)NC1CC1	i	4%	-0.1%	-7%	0.8	-2%	9%	1%	3%
CCOC(=O)CSc1nnc(Cn2c(=O)sc3ccccc32)n1C	i	11%	-1.1%	7%	0.7	13%	-11%	2%	-7%
COc1ccc(C(CC(=O)O)NC(=O)COc2ccc(C)cc2)cc1OC (centres undefined)	i	8%	-0.5%	6%	-0.8	8%	8%	1%	-5%
O=C(c1ccc2c(c1)OCO2)N1CCCc2ccccc21	i	7%	1.8%	0%	1.6	9%	16%	-1%	-6%
C=CCN1C(=O)/C(=C/c2ccsc2)SC1=S	i	-1%	10%	8%	0.9	3%	-3%	-2%	12%
Cc1cccc(CSc2nc3sc(C)c(C)c3c(=O)n2Cc2ccco2)c1	x	-2%	-0.3%	8%	1.5	-8%	-2%	-1%	-1%
Cn1c(=O)c2c(=O)cc(NNC(=O)CC#N)[nH]c2n(C)c1=O	i	7%	0.1%	1%	0.0	15%	-7%	0%	1%

The list goes on; the last 7 above are carried over.
SMILES	Akt phos inh	EPAC2 ag	Nrf2 activator	EPAC2 antag	CCT modulator	TGFb SMAD3 inh	Nrf2 block	MmCpn inh	A549 tox
O=C(COc1ccc([N+](=O)[O-])cc1)Nc1ccccc1C(=O)NC1CC1	i	4%	-0.1%	-7%	0.8	-2%	9%	1%	3%
CCOC(=O)CSc1nnc(Cn2c(=O)sc3ccccc32)n1C	i	11%	-1.1%	7%	0.7	13%	-11%	2%	-7%
COc1ccc(C(CC(=O)O)NC(=O)COc2ccc(C)cc2)cc1OC (centres undefined)	i	8%	-0.5%	6%	-0.8	8%	8%	1%	-5%
O=C(c1ccc2c(c1)OCO2)N1CCCc2ccccc21	i	7%	1.8%	0%	1.6	9%	16%	-1%	-6%
C=CCN1C(=O)/C(=C/c2ccsc2)SC1=S	i	-1%	10%	8%	0.9	3%	-3%	-2%	12%
Cc1cccc(CSc2nc3sc(C)c(C)c3c(=O)n2Cc2ccco2)c1	x	-2%	-0.3%	8%	1.5	-8%	-2%	-1%	-1%
Cn1c(=O)c2c(=O)cc(NNC(=O)CC#N)[nH]c2n(C)c1=O	i	7%	0.1%	1%	0.0	15%	-7%	0%	1%
CN(C)S(=O)(=O)c1ccc(NC(=O)N2CCN(c3ccccc3)CC2)cc1	i	3%	-1.3%	10%	-0.8	-1%	-3%	0%	3%
O=C(NC(=S)/C(=C1\CCCCCN1)[N+](=O)[O-])c1ccccc1	i	5%	u	3%	0.3	0%	u	-4%	3%
Cc1nnc(SCC(=O)Nc2cccc(S(N)(=O)=O)c2)n1-c1ccccc1	i	9%	-0.7%	-9%	-5.5	10%	2%	1%	0%
CC(NC(=O)Nc1ccc2c(c1)OCO2)c1ccncc1 (centres undefined)	i	6%	2.6%	-2%	-0.4	-2%	6%	-1%	0%
CCOc1ccc(N2CC(C(=O)NCc3ccc4c(c3)OCO4)CC2=O)cc1 (centres undefined)	i	-3%	-0.2%	-5%	-1.7	6%	3%	1%	0%
CCOC(=O)[C@]12CCC=C1N(Cc1ccco1)C(=O)[C@H](CC(=O)NCc1cccc(C(F)(F)F)c1)C2	i	-3%	5.6%	-9%	0.3	x	x	x	x
CCCCN1C(=N)N([C@@H](C)CN2CCC[C@H]2CN2C(N)=NC[C@H]2C(C)C)C[C@H]1[C@H](C)CC	i	5%	0.5%	6%	-2.0	7%	2%	3%	0%
Cc1ccc(S(=O)(=O)N2CCN(C(=O)CCC(=O)NC3CCCc4ccccc43)CC2)cc1 (centres undefined)	i	-3%	0.3%	3%	-3.0	0%	20%	3%	-2%
C=CCn1c(N2C(=O)CC(Cc3ccccc3)C2=O)nc2ccccc21 (centres undefined)	x	7%	-0.3%	14%	-0.8	2%	3%	0%	-3%
Cc1cc(C)n2nc(C(=O)N/N=C/c3cccc(Cl)c3)nc2n1	i	8%	-0.3%	6%	-0.6	7%	6%	0%	2%
CN(C)CCN(C(=O)c1ccco1)c1nc2c(F)cc(F)cc2s1	x	x	0.4%	x	x	11%	u	x	8%
CC(C)N1CCN(Cc2ccc(Oc3ncccn3)cc2)CC1CCO (centres undefined)	i	3%	-1.3%	7%	-0.1	10%	6%	2%	-1%
CCOCc1nnc(NC(=O)CCS(=O)(=O)Cc2ccccc2)s1	i	-4%	2.1%	1%	-0.4	-24%	-1%	-3%	0%
CCC(=O)N1CCc2cc(S(=O)(=O)CCC(=O)N3CCN(c4ccc(C(C)=O)cc4)CC3)ccc21	i	-6%	0.2%&5.4%	2%	1.1	u	-10%&-9%	0%	0%&0%
CN1CCN(c2ccc(NC(=O)COc3ccccc3)cc2Cl)CC1	i	2%	4.2%	12%	0.4	-12%	24%	-2%	11%
O=C(c1cnn2c(C(F)(F)F)cc(-c3ccco3)nc12)N1CCc2ccccc2C1	i	8%	4.2%	-5%	-0.5	-3%	u	-3%	1%
COc1ccc(OC)c(NC(=O)CSc2nnc(-c3ccco3)n2-c2ccccc2)c1	i	5%	-0.6%	-1%	-1.4	-10%	-22%	0%	-2%
Cc1nc2sc(C(c3ccccc3)N3CC(C)OC(C)C3)c(O)n2n1 (centres undefined)	i	-3%	-0.1%	7%	0.8	6%	23%	1%	3%
Clc1ccc(Oc2cnns2)c(Cl)c1	i	6%	3.5%	0%	-5.1	14%	x	0%	-4%
O=[N+]([O-])c1cc2c(cc1/C=N\NS(=O)(=O)c1ccccc1)OCO2	i	6%	0.3%	3%	-2.9	1%	-5%	4%	-20%
Cc1ccc(-c2csc3ncn(/N=C/N(C)C)c(=O)c23)o1	i	0%	0.5%	12%	-6.1	-1%	1%	0%	-1%
COC(=O)c1nn(-c2cccc(C(F)(F)F)c2)c(=O)cc1Sc1ccccn1	i	-7%	-0.7%	0%	-1.8	-3%	13%	-2%	4%
Cc1cc(=S)n(-c2ccccc2)n1C	i	-2%	-0.3%	11%	-0.5	-30%	x	0%	2%
O=C(CNC(=O)c1cnccn1)Nc1ccc(F)c(F)c1F	i	-15%	-0.3%	9%	0.8	5%	23%	-1%	1%
COc1ccc(NC(=O)CN2CCCCC2)c([N+](=O)[O-])c1	i	1%	0.0%	8%	1.5	-5%	u	-2%	16%
CC(NC(=O)c1cc2cc(F)ccc2[nH]1)c1ccccc1 (centres undefined)	i	18%	5.2%	-6%	-0.1	-12%	-3%	3%	0%
CN(Cc1cnn(-c2ccccc2)c1)C(=O)c1cccc(S(=O)(=O)N(C)c2ccccc2)c1	i	10%	-0.9%	3%	-0.5	-9%	x	x	x
O=C(NCC1CCCO1)c1ccc(Cl)c(NS(=O)(=O)c2ccc(F)cc2)c1 (centres undefined)	i	1%	-0.5%	-2%	-0.3	2%	x	x	x
O=C(Cn1c(=O)c2sccc2n(Cc2ccc([N+](=O)[O-])cc2)c1=O)NCCc1ccccc1	i	12%	3.8%	-4%	0.7	9%	5%	-3%	0%
O=C(Nc1ccc2c(c1)OCCO2)C1CCN(S(=O)(=O)c2ccc3c(c2)OCCO3)CC1	i	3%	0.4%	-8%[57.1 µM]	0.4	-4%	u	2%	10%
O=C(NCc1cccs1)c1nn2cccnc2c1Cl	i	5%	1.0%	6%	0.0	5%	24%	0%	-5%
O=C(COC(=O)c1nc(Cl)c(Cl)c(Cl)c1Cl)NCc1ccccc1	i	-3%	u	4%	4.8	u	9%	0%	12%
O=C(Cc1ncon1)Nc1ccc(F)c(F)c1F	i	3%	-1.1%	14%	1.8	37%[activator]	-5%	1%	-1%
CC1(C)CC(=O)C=C(c2ccc(F)nc2)C1	i	5%	0.0%	5%	-1.2	-12%	-19%	-2%	-3%
Cn1cc(S(=O)(=O)NCCc2ccccc2)c(=O)n(C)c1=O	i	13%	-0.4%	1%	-2.7	-34%	-2%	-1%	-3%
O=C1NC[C@@H](CCCCN2C[C@H](Cc3ccc(O)cc3)N(CCc3ccc(O)cc3)C(=O)C2=O)N(CCc2ccc(O)cc2)C1=O	i	-3%	0.2%	-2%	1.3	x	x	x	x
Cc1ccc(NS(=O)(=O)c2cn(C)c(=O)n(C)c2=O)c(C)c1	i	10%	-0.7%	-6%	1.5	-4%	18%	0%	18%
CC(CN1CCCCC1)NC(=O)c1scnc1-c1ccccc1 (centres undefined)	i	2%	-1.2%	-8%	-1.1	4%	x	x	x
COCCNC(=O)C(OC(=O)c1cc2oc(C)cc2n1C)C(C)C (centres undefined)	i	-1%	0.4%	1%	-0.1	-6%	3%	-2%	-2%
c1ccc2c(-c3cnc4cccnn34)cncc2c1	i	7%	0.3%	14%	0.5	9%	x	x	x

Some of these compounds in order of number of heavy atoms, high to low:
SMILES	Akt phos inh	EPAC2 ag	Nrf2 activator	EPAC2 antag	CCT modulator	TGFb SMAD3 inh	Nrf2 block	MmCpn inh	A549 tox
O=C(COC(=O)c1nc(Cl)c(Cl)c(Cl)c1Cl)NCc1ccccc1	i	-3%	u	4%	4.8	u	9%	0%	12%
CC(CN1CCCCC1)NC(=O)c1scnc1-c1ccccc1 (centres undefined)	i	2%	-1.2%	-8%	-1.1	4%	x	x	x
c1ccc2c(-c3cnc4cccnn34)cncc2c1	i	7%	0.3%	14%	0.5	9%	x	x	x

Compound activity from PubChem BioAssay.
